From PubChem
core dimer inh = HCV core protein dimerization inhibition. inhibition, % at 5 µM. TR-FRET GST/Flag-core106 dimerization, 1536-well. 0.33% of 300,000 active;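 active means inhibition above the mean of all tested compounds plus 3 SD, set per screening campaign, cut at about 45% in these data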
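Assay system: GST-tagged and Flag-tagged HCV core protein residues 1-106 / Times: compound-protein-antibody incubation 4 h at 22.5 °C / Signal: time-resolved FRET, ex 340 nm, em 617 and 671 nm / Evaluation: % inhibition based on acceptor/donor emission ratio / Benchmarks: wells lacking GST-core106 and wells with excess unlabelled core106 / Repeats: singlicate, one well per compound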
proCasp3 act = procaspase-3 (human) activation; P42574; recombinant procaspase-3 D3A, Ac-DEVD-pNA absorbance 405 nm; activation, % at 8.5 µM; 0.11% of 330,000 active;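 active means activation above the mean of all tested compounds plus 3 SD, cut at about 21% in these data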;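 further: 0% = DMSO alone and 100% = DMSO wells spiked with extra 5 µM PC-3 D3A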
Target sequence (P42574 whole entry D9A/D28A/D175A): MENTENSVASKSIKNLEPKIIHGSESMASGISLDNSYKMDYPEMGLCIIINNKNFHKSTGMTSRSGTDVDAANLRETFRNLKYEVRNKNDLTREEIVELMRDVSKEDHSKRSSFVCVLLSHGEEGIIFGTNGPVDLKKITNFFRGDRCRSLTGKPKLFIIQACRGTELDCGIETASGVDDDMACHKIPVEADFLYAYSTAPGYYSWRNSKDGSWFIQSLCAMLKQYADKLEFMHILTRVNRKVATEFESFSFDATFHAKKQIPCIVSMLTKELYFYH
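assay system = Procaspase-3 D3A mutant | signal = absorbance at 405 nm, 0 and 120 min | times = 1 h preincubation plus 2 h reaction at 25 °C | repeats = single replicate | read-out = % activation between DMSO and enzyme-spiked controls | medium = Zinc-free HEPES saline buffer with Triton X-100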
GASC-1 inh = inhibitors of human GASC-1 (JMJD2C) demethylase; Q9H3R0; GST-JMJD2C(1-420) H3K9me3 demethylation, DELFIA europium; inhibition, % at 2.35 µM; 0.069% of 330,000 active; AID 2099;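 active means more than half of a compound's replicate wells show inhibition beyond 50%, single wells judged on their own value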;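 further: signal counts dimethyl H3K9 product captured on neutravidin plate; 0% = median of DMSO wells and 100% = 0.3 times that DMSO median; strong numbers were not always called active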
VLA-4 inh = inhibition in a human VLA-4 binding assay; VLA-4 expressing cells, ligand binding flow cytometry; inhibition, % (about 7 µM as worked out from the volumes in the protocol); 0.2% of 330,000 active; in the data active means inhibition above about 50%
CTSL1 counter = blocks F. hepatica cathepsin L1 in PFM18AAP counter-screen | recombinant F. hepatica cathepsin L1, Z-Leu-Arg-MCA fluorescence | inhibition, % at 5.96 µM | 0.49% of 300,000 active | AID 1906;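 active means inhibition above the mean of all tested compounds plus 3 SD, set per screening campaign, cut at about 17% in these data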;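 further: 0% = plate median of test compound wells and 100% = 1 µM Z-Phe-Ala-diazomethylketone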
procasp7 counter = counter-screen for procaspase-3 activators: activators of human procaspase-7 | P55210 | recombinant procaspase-7, Ac-DEVD-pNA absorbance 405 nm; D23A/D198A/D206A triple mutant, cannot self-cleave; scale: DMSO 0, 5 µM enzyme 100 | activation, % at 8.5 µM | 0.093% of 330,000 active | AID 463210;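 active means percent activation above the screen-wide mean plus 3 SD, cut at about 25% in these data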
Target sequence (P55210 whole entry D23A/D198A/D206A): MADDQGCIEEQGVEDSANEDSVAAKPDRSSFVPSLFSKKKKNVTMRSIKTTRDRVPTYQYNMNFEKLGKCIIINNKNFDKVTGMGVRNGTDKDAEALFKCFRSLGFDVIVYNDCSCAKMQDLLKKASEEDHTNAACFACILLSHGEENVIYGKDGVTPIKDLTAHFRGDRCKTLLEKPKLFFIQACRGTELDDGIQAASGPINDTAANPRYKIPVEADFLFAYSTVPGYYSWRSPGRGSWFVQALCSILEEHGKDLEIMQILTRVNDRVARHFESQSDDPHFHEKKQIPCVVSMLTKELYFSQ
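Replicates: singlicate. Assay system: Procaspase-7 triple mutant (PC-7 D3A). Signal: 405 nm absorbance of p-nitroaniline. Times: 1 h preincubation, 2 h reaction. Buffer or medium: Zinc-free HEPES pH 7.4 with 300 mM NaCl, 0.01% Triton X-100. Also added: DEVD-pNA substrate. Benchmarks: DMSO wells as 0%, DMSO with 5 µM added PC-7 as 100%.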
PP5 primary = PP5 (human) phosphatase inhibition. purified PP5c, OMFP substrate fluorescence. inhibition, % at 6.7 µM. P53041. 0.18% of 320,000 active;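 active means inhibition above the campaign's mean inhibition across all tested compounds plus 3 SD, cut at about 9.5% in these data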;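 further: 0% = DMSO only and 100% = 100 µM cantharidin control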
Target sequence (P53041 whole entry, looked up): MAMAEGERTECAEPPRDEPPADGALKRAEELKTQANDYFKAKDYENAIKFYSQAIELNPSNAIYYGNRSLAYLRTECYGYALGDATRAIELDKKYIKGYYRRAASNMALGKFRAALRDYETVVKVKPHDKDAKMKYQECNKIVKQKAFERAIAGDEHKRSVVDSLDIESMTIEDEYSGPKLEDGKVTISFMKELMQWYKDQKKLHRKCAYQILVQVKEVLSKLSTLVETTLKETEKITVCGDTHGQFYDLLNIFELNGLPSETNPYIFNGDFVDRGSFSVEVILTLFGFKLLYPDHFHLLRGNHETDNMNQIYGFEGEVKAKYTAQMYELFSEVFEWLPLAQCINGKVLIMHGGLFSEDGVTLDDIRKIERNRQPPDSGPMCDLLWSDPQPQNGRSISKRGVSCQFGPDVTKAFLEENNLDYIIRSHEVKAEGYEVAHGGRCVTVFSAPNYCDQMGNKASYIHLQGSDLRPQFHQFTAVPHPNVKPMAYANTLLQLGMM
GRK2 aptamer HTS = blocks RNA aptamer binding to human GRK2; P25098; bead flow cytometry, FAM-aptamer displacement from GRK2; inhibition of aptamer binding, % at 10 µM; 0.59% of 330,000 active;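 active means inhibition of aptamer binding above 40%, roughly 3 SD of noise, on plates passing a quality check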;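 further: median bead fluorescence of bound FAM aptamer so fluorescent compounds give negative values; no value below 0 was filed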
PP1 counter = PP1-alpha (human) inhibition in PP5 counter-screen; purified PP1alpha, OMFP fluorescence; inhibition, % at 6.7 µM; 0.9% of 320,000 active; AID 2235;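 active means inhibition above the mean inhibition of all tested compounds plus 3 SD, computed separately for each screening campaign, cut at about 15% in these data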
Numbers without * were called inactive; . = not tested or not shown; & = joins results of further samples. Rows were taken by chance, and some 2.6% of all compounds hit somewhere here.

no.	Molecule	core dimer inh	proCasp3 act	GASC-1 inh	VLA-4 inh	CTSL1 counter
1	Cc1ccc(NC(=S)N(CCCN2CCC(C)CC2)Cc2ccco2)cc1	-8	4	-1	4	0
2	O=C(/C=C\c1ccc2c(c1)OCO2)Nc1c2c(nn1-c1ccc(Cl)cc1)CSC2	47*	3	-2	35	-4
3	O=C(Nc1nc(-c2ccncc2)cs1)c1ccc(F)cc1	1	-8	0	3	-1
4	COc1cc(C(=O)N/N=C/c2ccc(OC(=O)c3ccccc3Cl)cc2)ccc1O	-8	0	-11	7	5
5	CCOC(=O)C1(CCc2ccccc2)CCN(C(=O)C(C)n2cncn2)CC1 (stereo not drawn)	-1	5	22	-2	-3
6	CN(Cc1ccn[nH]1)C(=O)C1CCC(=O)N(Cc2cccc(C(F)(F)F)c2)C1 (stereo not drawn)	1	1	19	-8	-1
7	CCOC(=O)[C@H]1[C@H]2COc3ccc(C)cc3[C@@H]2N2C(=O)c3cc(C)ccc3NC(=O)[C@@]12C	.	-1	.	15	.
8	O=c1[nH]c(/C=C/c2ccccc2[N+](=O)[O-])nc2ccccc12	-3	3	-1	6	5
9	CCOC(=O)CC(=O)Nc1ccsc1C(N)=O	-7	-3	5	3	4
10	CC1=C(C)C(=O)N(CCC(=O)O)C1=O	1	7	9	0	1
11	CC(NC(=O)c1ccc([N+](=O)[O-])cc1[N+](=O)[O-])c1ccc(-c2ccccc2)cc1 (stereo not drawn)	9	1	1	-1	-1
12	Nc1cc(N)nc(SCc2cccnc2)n1	2	5	-1	29	-3

no.	procasp7 counter	PP5 primary	GRK2 aptamer HTS	PP1 counter
1	6	2.7	0	-3
2	2	3.4	1	13
3	5	1.3	3	3
4	1	3.0	1	5
5	5	1.6	0	-3
6	-6	-0.9	0	-3
7	2	.	0	.
8	1	0.3	0	0
9	6	0.1	1	-2
10	6	0.1	0	-3
11	9	4.2	0	5
12	16	0.1	0	-1

Remaining list, next part
no.	Molecule	core dimer inh	proCasp3 act	GASC-1 inh	VLA-4 inh	CTSL1 counter
13	Cc1ccc(C)c(S(=O)(=O)N2CCCOC2CNC(=O)C(=O)NCc2ccc3c(c2)OCO3)c1 (stereo not drawn)	2	1	18	-9	0
14	O=C(CN1CCCC1)Nc1ccc(S(=O)(=O)N2CCCCC2)cc1	-14	1	18	-1	0
15	CCCCCN(C(=O)NC(=O)NCCCC)S(C)(=O)=O	2	-2	2	8	-2
16	Cc1ccc(-c2cnn(-c3ccccc3)c2N)cc1	0	-11	-2	-1	3
17	Cc1[nH]c2ccccc2c1/C=N/NC(=S)NC(C)C	-11	-5	-7	-23	4
18	COc1ccc(CN=C2NC(=O)CC(C(=O)Nc3ccccc3C)S2)cc1 (stereo not drawn)	5	5	4	3	-2
19	O=C(CN1C(=O)NC2(CCCC2)C1=O)Nc1cccc(C(F)(F)F)c1	-2	-5	12	-3	-4
20	CSC1CCCCC1(O)CSc1nc2ccccc2o1 (stereo not drawn)	-1	1	-14	-8	1
21	CCOC(=O)C(NC(C)=O)C(=O)Nc1ccc(OC)cc1 (stereo not drawn)	0	9	2	11	-1
22	CCCN=Cc1ccc(O)cc1	-5	8	-15	1	1
23	Cc1ccc(C2NC(=O)c3c(sc4c3CCN(C)C4)N2)s1 (stereo not drawn)	2	-5	6	3	0
24	O=C(Nc1ccc(Cl)c(Cl)c1)c1cccc(S(=O)(=O)NCc2cccnc2)c1	-10	-7	2	-10	1

no.	procasp7 counter	PP5 primary	GRK2 aptamer HTS	PP1 counter
13	-1	2.1	9	-4
14	-4	1.6	3	3
15	3	1.6	1	1
16	0	-1.0	1	-1
17	8	1.9	13	-3
18	7	2.0	3	-2
19	-1	-0.3	2	-2
20	6	0.8	4	2
21	-3	0.1	1	-2
22	4	1.0	1	-3
23	-11	1.7	5	5
24	-3	1.4	4	6

A second format for 6 compounds above:
cpd	Compound	core dimer inh	proCasp3 act	GASC-1 inh	VLA-4 inh	CTSL1 counter	procasp7 counter	PP5 primary	GRK2 aptamer HTS	PP1 counter
15	CCCCCN(C(=O)NC(=O)NCCCC)S(C)(=O)=O	2	-2	2	8	-2	3	1.6	1	1
16	Cc1ccc(-c2cnn(-c3ccccc3)c2N)cc1	0	-11	-2	-1	3	0	-1.0	1	-1
17	Cc1[nH]c2ccccc2c1/C=N/NC(=S)NC(C)C	-11	-5	-7	-23	4	8	1.9	13	-3
18	COc1ccc(CN=C2NC(=O)CC(C(=O)Nc3ccccc3C)S2)cc1 (stereo not drawn)	5	5	4	3	-2	7	2.0	3	-2
19	O=C(CN1C(=O)NC2(CCCC2)C1=O)Nc1cccc(C(F)(F)F)c1	-2	-5	12	-3	-4	-1	-0.3	2	-2
20	CSC1CCCCC1(O)CSc1nc2ccccc2o1 (stereo not drawn)	-1	1	-14	-8	1	6	0.8	4	2

The listing continues:
no.	Molecule	core dimer inh	proCasp3 act	GASC-1 inh	VLA-4 inh	CTSL1 counter
25	Cc1cc(C)c(C#N)c(SCCS(=O)(=O)Cc2ccccc2)n1	-1	4	-9	6	0
26	CCOc1ccccc1CN1CCN(S(C)(=O)=O)CC1	-7	1	9	-8	-3
27	Cc1ccccc1/C=C/C(=O)c1ccc([N+](=O)[O-])o1	8	-8	-3	12	3
28	COc1cc(OC)c(C(=O)NCc2cccnc2)cc1OC	-2	6	3	-1	0
29	Cc1cc(C(=O)Nc2c(C)nn(Cc3ccc(F)cc3)c2C)on1	0	0	12	-3	1
30	NC(=O)CC(NC(=O)c1ccccc1)c1ccc(NC2CCN(Cc3ccccc3)CC2)c([N+](=O)[O-])c1 (stereo not drawn)	3	2	3	13	-1
31	COc1ccc(C(=O)CSc2nnc(Cn3cnc4ccccc43)o2)cc1	3	3	6	-1	0
32	CC1CCN(CCCNC(=O)c2ccc3c(Cl)c4c(nc3c2)CCCC4)CC1	-1	-5	1	3	-2
33	CC1CC(=O)Nc2ccccc2N1S(=O)(=O)c1ccc(C#N)cc1 (stereo not drawn)	2	-11	-21	4	0
34	CCCN1CCN(S(=O)(=O)c2c(C)[nH]c(C)c2C(=O)N2CCCCC2)CC1	7	2	24	5	-2
35	CCCCNC(=O)Cn1cnc([N+](=O)[O-])n1	-5	-8	11	5	-2
36	Cc1cc(C(F)(F)F)cc(NNC(=O)NC(=O)c2c(F)cccc2Cl)n1	5	0	9	-1	1

no.	procasp7 counter	PP5 primary	GRK2 aptamer HTS	PP1 counter
25	-8	-0.1	5	0
26	-4	2.1	2	3
27	-8	-0.5	1	0
28	-1	-3.3	0	-2
29	-1	-1.3	0	-4
30	5	1.7	0	4
31	1	1.4	22	7
32	0	2.5	0	-3
33	0	1.4	1	0
34	1	3.8	0	10
35	-4	2.2	12	1
36	-2	0.9	0	-8

In the list so far, these contain a furan ring, fused or not:
no.	Molecule	core dimer inh	proCasp3 act	GASC-1 inh	VLA-4 inh	CTSL1 counter
1	Cc1ccc(NC(=S)N(CCCN2CCC(C)CC2)Cc2ccco2)cc1	-8	4	-1	4	0
27	Cc1ccccc1/C=C/C(=O)c1ccc([N+](=O)[O-])o1	8	-8	-3	12	3

no.	procasp7 counter	PP5 primary	GRK2 aptamer HTS	PP1 counter
1	6	2.7	0	-3
27	-8	-0.5	1	0

(list continues)
no.	Molecule	core dimer inh	proCasp3 act	GASC-1 inh	VLA-4 inh	CTSL1 counter
37	COc1cc(O)c(C(CC(=O)N2CCOCC2)c2ccc3c(c2)OCO3)c(OC)c1 (stereo not drawn)	-15	6	4	0	3
38	CC(NC(=O)Cn1nc(-c2ccccc2)c2ccccc2c1=O)c1ccccc1 (stereo not drawn)	5	-8	10	7	2
39	CC1=NCCN1S(=O)(=O)c1ccccc1[N+](=O)[O-]	-5	6	3	3	1
40	CCCc1cc(=O)[nH]c(SCc2cc(=O)oc3cc(C)c(C(C)C)cc23)n1	0	-2	-10	10	4
41	CN(c1ccccc1C(=O)Nc1ccccc1C(=O)NCc1ccco1)S(C)(=O)=O	3	15	3	21	2
42	CCn1c(CCNC(=O)c2cccs2)nnc1SCC(=O)Nc1cccc(Cl)c1	-5	2	-1	1	1
43	COc1ccc(NC(=O)C2CCN(S(=O)(=O)c3c(C)noc3C)CC2)cc1Cl	4	-4	1	18	-1
44	Cc1c(C#N)c(N=CN(C)C)c(C(=O)c2ccccc2)n1-c1ccc(Br)cc1	5	10	4	-4	3
45	Cc1cccn2c(=O)c(C(=O)NC3CCCCC3C)c(O)nc12 (stereo not drawn)	-1	6	3	2	3
46	C/C(=N/NC(=O)c1ccoc1C)c1ccc(NC(=O)C2CCCC2)cc1	-8	2	3	3	-1
47	Cc1cccc(-n2nc3c(c2NC(=O)c2c(F)cccc2F)CS(=O)(=O)C3)c1C	-4	5	17	20	4
48	Cc1ccccc1-n1nc(C)c2cc(C(=O)N3CCN(S(=O)(=O)c4ccc(Cl)cc4)CC3)sc21	2	4	0	12	-2

no.	procasp7 counter	PP5 primary	GRK2 aptamer HTS	PP1 counter
37	7	1.8	0	0
38	5	0.5	2	3
39	-1	4.4	3	2
40	14	2.8	4	2
41	10	-0.3	0	1
42	-5	-0.7	0	-4
43	-5	0.0	0	-5
44	-2	-2.0	0	-3
45	5	0.2	0	3
46	1	2.2	0	-3
47	2	0.2	0	-4
48	15	1.6	0	-4

Further records:
no.	Molecule	core dimer inh	proCasp3 act	GASC-1 inh	VLA-4 inh	CTSL1 counter
49	O=C(NCCOc1ccccc1)c1ccc2c(c1)OCO2	0	6	-7	6	-6
50	Cc1occc1-c1n[nH]c(=S)n1CC(C)C	-5	-5	4	5	-1
51	CCOC(=O)C1CCN(C(=O)c2ccc(Cl)c(S(=O)(=O)N3CCCC3)c2)CC1	-8	6	23	7	-3
52	CN(Cc1ccccc1)Cc1nc2scc(-c3ccccc3)c2c(=O)[nH]1	6	4	-4	-10	0
53	O=C1CC(N2CCCN(C3CC(=O)N(c4ccc(F)cc4)C3=O)CC2)C(=O)N1c1ccc(F)cc1 (stereo not drawn)	2	-25	0&-3	-3	-1
54	COc1ccc(CCNC(=O)CS(=O)Cc2nc(-c3ccc(C)cc3)oc2C)cc1OC (stereo not drawn)	2	2	5	0	-1
55	COc1ccc(NC(=O)CSc2nc3ccccc3c(=O)[nH]2)cc1S(N)(=O)=O	.	-4	-10	15	.
56	O=C(Cn1nc(C(=O)O)c2ccccc2c1=O)c1cc(F)ccc1F	-2	3	4	-2	-2

no.	procasp7 counter	PP5 primary	GRK2 aptamer HTS	PP1 counter
49	15	3.9	1	0
50	-6	-0.5	0	-2
51	-2	1.8	2	-1
52	2	-1.5	0	0
53	-30	3.0	1	2
54	3	-1.6	0	-4
55	0	-0.6	3	-4
56	-1	1.1	19	3
